Shn3 3UTR inh – reduces Shn3 3'UTR luciferase signal in osteoblasts | inhibition, % at 12.5 µM | Clone20 osteoblast Shn3 3'UTR firefly luciferase, 24 h | 360,000 tested, 0.52% active | AID 588674;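 active = mean inhibition of at least 75% with every replicate also reaching 75%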;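 note: 0% = median of neutral control wells and 100% = pilot-screen positive control compound; some compounds past the cut are filed as inactive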
HTR2A ag – agonists of mouse serotonin 5-HT2A receptor (HTR2A); 360,000 tested, 0.66% active; CHO-K1 mHTR2A beta-arrestin complementation, luminescence; percent of 30 µM serotonin response; AID 624169; P35363; activation, % at 7.6 µM;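 active = activation above a run cutoff, the mean activation of all tested compounds plus 3 SD, cut at about 14% in these data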;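 note: 0% = plate median of compound wells and 100% = 30 µM serotonin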
PDI inh – blocks human protein disulfide isomerase activity; inhibition, % at 10 µM; PDI insulin aggregation turbidity, A650, 90 min; 350,000 tested, 0.052% active; P07237;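 active = mean inhibition across replicates of 30% or more, whatever share of single replicates reach that level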;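 note: absorbance from insulin aggregation driven by PDI reduction with DTT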
Target sequence (P07237 whole entry, looked up): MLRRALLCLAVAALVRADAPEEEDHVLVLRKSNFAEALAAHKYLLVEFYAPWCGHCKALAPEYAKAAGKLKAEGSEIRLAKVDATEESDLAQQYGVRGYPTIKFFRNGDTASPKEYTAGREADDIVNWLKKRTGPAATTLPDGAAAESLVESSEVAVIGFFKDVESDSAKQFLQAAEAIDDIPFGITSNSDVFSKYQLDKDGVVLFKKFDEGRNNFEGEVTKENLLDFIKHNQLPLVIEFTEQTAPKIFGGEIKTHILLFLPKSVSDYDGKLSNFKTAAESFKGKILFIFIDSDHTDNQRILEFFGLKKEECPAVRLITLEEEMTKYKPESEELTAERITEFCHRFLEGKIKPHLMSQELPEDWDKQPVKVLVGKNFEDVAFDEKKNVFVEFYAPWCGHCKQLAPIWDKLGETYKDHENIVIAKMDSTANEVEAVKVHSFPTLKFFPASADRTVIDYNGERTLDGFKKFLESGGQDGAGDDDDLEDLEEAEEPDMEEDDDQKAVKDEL
Cardio protect – protects H9c2 cardiomyocytes from peroxide injury; H2O2 injury protection, ATPLite, 2 h; protection from H2O2 cell death, % at 20 µM; 360,000 tested, 0.63% active;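 active = compounds giving at least 50% protection of heart cells from peroxide-induced death in the single-dose screen, raw or plate-pattern-corrected value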;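 note: 0% = DMSO wells with peroxide and 100% = DMSO wells without peroxide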
NR2E3 ag-1 – human photoreceptor-specific nuclear receptor agonism; CHO-S Gal4-NCOR/VP16-NR2E3 two-hybrid, luciferase; inhibition of corepressor binding, % at 3.98 µM; 360,000 tested, 0.35% active; AID 602229;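 active = inhibition above the mean of all tested compounds plus 3 SD, cut at about 70% in these data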;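 note: 0% = DMSO with NR2E3 transfected cells and 100% = cells lacking NR2E3 construct; higher means lower luciferase signal from less NR2E3 corepressor binding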
Target sequence (Q9Y5X4 whole entry, looked up, the tested form may be a part): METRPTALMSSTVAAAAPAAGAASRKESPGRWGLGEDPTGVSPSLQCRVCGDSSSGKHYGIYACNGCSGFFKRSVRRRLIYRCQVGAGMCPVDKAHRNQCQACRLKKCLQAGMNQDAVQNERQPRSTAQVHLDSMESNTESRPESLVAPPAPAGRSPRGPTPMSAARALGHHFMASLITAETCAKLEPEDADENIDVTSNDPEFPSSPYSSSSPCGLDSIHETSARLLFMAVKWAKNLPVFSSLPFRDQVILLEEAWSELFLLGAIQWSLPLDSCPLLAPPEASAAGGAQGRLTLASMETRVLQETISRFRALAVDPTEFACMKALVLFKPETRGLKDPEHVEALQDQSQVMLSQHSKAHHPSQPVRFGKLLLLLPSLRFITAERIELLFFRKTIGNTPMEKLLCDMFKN
iPSC survival up – hiPSC single-cell survival enhancement; survival enhancement, % at 20 µM; 360,000 tested, 0.044% active; ATPlite luminescence; 100% = ROCK inhibitor wells, 0% = DMSO; AID 602274; in the data active = survival enhancement above about 18%;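 note: cells exposed to compounds for 16 hours before the ATP read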
NR2E3 ag-2 – agonists of human nuclear receptor NR2E3 | GST-NR2E3/biotin-RetCOR TR-FRET, 1536-well | inhibition of corepressor binding, % at 4.78 µM | 320,000 tested, 0.12% active | AID 2300;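 active = percent inhibition above the cutoff of mean plus 3 SD of all tested compounds, set per screening campaign, cut at about 20% in these data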;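 note: 0% = DMSO wells and 100% = biotin wells as full block of FRET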
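Test system – NR2E3–RetCOR corepressor complex · Quantity – NR2E3 fusion 1.35 nM · Buffer or medium – Tris pH 7.5 · Incubation – Compound–protein incubation for 5 h at 4 °C · Technique – TR-FRET, Eu(K)-anti-GST donor, streptavidin-D2 acceptor, ex 340, em 617/671 nm · Evaluation – percent inhibition of 671/617 nm emission ratio versus biotin and DMSO controls · Plate – 1536-well format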
Peg3 prom inh – inhibitors of Peg3 promoter. HeLa PEG-Prom luciferase reporter, luminescence, overnight. inhibition, % at 20 µM. 360,000 tested, 1.7% active. AID 588405;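 active = inhibition of at least 50% at 20 µM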
HIF-2a block – blocks HIF-2a reporter activity; 786-0 RCC cells HIF-2a reporter, luciferase luminescence, overnight; 360,000 tested, 0.72% active; inhibition, % at 18.8 µM; AID 624352;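 active = inhibition of the luminescence signal of 40% or more relative to plate controls, in a single-dose primary screen at 18.75 µM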
MITF TRPM1 inh – MITF TRPM1 promoter inhibition in SK-MEL-5 cells; AID 488899; inhibition, % at 12.5 µM; 330,000 tested, 0.83% active; SK-MEL-5 TRPM1 promoter luciferase, 24 h;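 active = mean inhibition across replicates of 60% or more, whatever share of single replicates reaches that level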; note: values of inactives mirror those of a sister screen read the other way
CaV13 FRET inh – Primary screen for inhibitors of IQ motif and Ca2+-dependent inactivation inhibitor domain binding in CACNA1D, Förster resonance energy transfer in living cells, … | HEK cells, CFP/YFP FRET ICDI-IQ, plate reader, 10 min; percent FRET-ratio fall versus neutral wells | inhibition, % at 12.3 µM | 340,000 tested, 0.098% active | AID 743397;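 active = mean replicate inhibition of at least 30% and at least 1% of replicates passing that level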;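 note: 0% = median of the neutral control wells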
The depositor's hits bear a star; / = no result given; & = joins results of further samples.

SMILES,MITF TRPM1 inh,NR2E3 ag-2,HIF-2a block,iPSC survival up,Shn3 3UTR inh,CaV13 FRET inh,NR2E3 ag-1,HTR2A ag,Peg3 prom inh,Cardio protect,PDI inh
CCO[C@@H]1OC(C(=O)O)=C[C@H](c2cn(C(C)=O)c3ccccc23)[C@H]1CCCO,-3,4,11,-1.4,6,-6,-11,1,-2,7,-4
COc1ccc(CCNC(=O)c2cccc(NC(=O)CC3SC(N4CCCCC4)=NC3=O)c2)cc1OC (stereo unspecified),3,-2,19,-0.1,13,-4,-6,-4,17,-2,-5
COc1ccc(OCCN2CCOCC2)cc1,6,3,11,-0.5,-7,13,-17,1,4,2,-6
COc1ccccc1-n1c(CNC(=O)c2ccc(S(=O)(=O)N3CCCCC3)cc2)n[nH]c1=S,5,3,-8,-0.3,-3,/,-9,3,6,-3,1
C=C(C)COc1ccc(-c2[nH]ncc2Oc2cccc(OC)c2)c(O)c1,13,-2,-18,-1.9,41,/,-17,-4,33,-33,-6
N#Cc1ccc(COC(=O)CC(NC(N)=O)c2ccc(Cl)cc2)cc1 (stereo unspecified),-12,4,12,-0.4,-6,-2,-6,-2,-2,-3,5
COCCNC(=O)/C(C#N)=C/c1c(N2CCN(C)CC2)nc2c(C)cccn2c1=O,0,0,19,0.2,-9,-4,6,-3,8,6,-3
C#CCn1cc(CNC[C@H]2O[C@@H](n3cnc4c(=O)[nH]c(N)nc43)[C@H](O)[C@@H]2O)c2ccccc21,/,/,18,1.1,-5,-4,-11,4,-7,1,/
O=S(=O)(/N=C(/Nc1cccc2ccccc12)c1ccc(F)cc1)c1ccccc1,14,2,22,-0.1,3,-3,-18,0,19,-2,-3
CN1CCc2c(sc(NC(=O)c3ccc4ccccc4c3)c2C(N)=O)C1,-111,4,-167,-0.3,-50,/,-39,-10,-23,-8,-6
CN(Cc1ccccc1)C(=O)COc1ccc(N(C)S(=O)(=O)c2ccc(F)cc2)cc1,6,0,1,-0.8,1,-16,10,-2,4,-8,5
O=c1c2cc(C(F)(F)F)ccc2sn1-c1ccccc1,/,/,-242,-3.2,-44,-3,-10,1,-83,-33,-2
O=C(COC(=O)c1ccc(Cl)cc1[N+](=O)[O-])NNC(=O)c1cccs1,4,-5,-2,-0.4,3,-6,34,-13,1,-3,-6
CN(Cc1ccccc1)C(=O)c1cccc(NC(=O)Cc2ccc(NC(=O)C3CCCN(C(=O)c4ccccc4)C3)cc2)c1 (stereo unspecified),2,/,8,-1.1,-130,-5,-26,-5,17,2,-4
CC(C)(C)NC(=O)COC(=O)c1ccccc1Nc1ccc(SC(F)F)cc1,-16,-2,-156,-0.5,8,-19,-105,-5,-186,-10,-3
C/C(=N\NC(=S)NCC(C)(C)C)c1cc(F)cc(F)c1O,-14,0,-52,-0.6,8,5,28,-2,-22,6,-7
COc1cc(/C=C2\SC(=O)N(CC(=O)Nc3ccccc3F)C2=O)cc(Cl)c1O,9,3,18,-0.2,10,-16,-12,5,21,2,-1
O=C(/C=C/c1ccccc1)NC(=S)Nc1ccccc1C(=O)NC1CCCCC1,14,-1,14,0.2,5,/,-8,-1,28,-10,-13
CNC(=O)c1c(NC(=O)c2cccc(N3C(=O)CCC3=O)c2)sc2c1CCC2,-4,1,-9,0.0,12,-11,7,6,4,30,-3
Cc1ccc(CSc2nnc(-c3ccco3)n2N)cc1,12,-6,-10,3.6,16,-4,-5,-2,-16,1,0
Clc1cccc(CNc2ccn3nc(-c4cccs4)cc3n2)c1,/,/,-250,-3.3,-54,-5,-97,0,-209,-14,-3
CC1=C(C(=O)OC(C)C)C(c2ccc(Br)s2)NC(=O)N1C (stereo unspecified),4,2,13,2.8,-2,-2,13,-1,12,-8,-4
CC(C)(C)n1nc2c(c1NC(=O)c1ccc(F)c(F)c1)CS(=O)(=O)C2,6,3,9,0.3,10,-6,-23,4,19,6,4
CCN(CC(=O)Nc1ccccc1C(F)(F)F)C(=O)Cc1ccccc1,-2,1,-3,-0.4,8,-2,3,7,11,-11,0
O=C(Nc1ccc(NC(=O)C2CC2)nc1)c1cnccn1,-3,-3,-72,-3.0,-62,-5,-34,-3,-55,9,7
Cc1cc2ncn(-c3ncnc4sc(C)c(C)c34)c2cc1C,14,1,22,7.0,9,/,-3,-4,22,-3,-2
Cc1cccc(OCC(O)CN2CCOCC2)c1 (stereo unspecified),11,/,1,-0.7,-5,-2,-5,3,6,1,8
O=C(C1CC1)N1CCc2cc(S(=O)(=O)N3CCOCC3)ccc21,-3,0,14,3.3,-9,/,3,0,3,-1,-10
C#CCN1C=CC(=O)[C@@H](OC(=O)Nc2ccc(Cl)cc2)[C@H]1c1ccccc1Br,2,/,8,-1.5,6,-10,-25,-10,11,2,2
C=CCOc1ccccc1OCC(O)CNC(C)C (stereo unspecified),2,5,10,-0.8,-8,-5,-6,2,-5,1,8
C=CCN1C(=O)c2ccc(C(=O)N(C)CC(=O)Nc3ccc(OCC)c(OCC)c3)cc2C1=O,3,2,16,-0.4,-13,/,-17,6,8,-3,-10
Cc1ccsc1C(=O)NCc1ccc(F)cc1,0,0,1,-0.1,-4,-3,-13,-2,8,0,4
O=C(COC(=O)Cc1cccc(C(F)(F)F)c1)NCc1ccco1,12,7,3,3.2,-4,-7,-2,3,10,0,-24
COc1ccc(OC)c(S(=O)(=O)N2CCC(C(=O)Nc3cc(C)ccc3C)CC2)c1,-6,3,20,0.9,12,-9,-3,-1,9,7,-3
CCCc1cc(=O)oc2cc(C)cc(OCC(=O)Nc3cccnc3)c12,3,-2,12,-0.2,-12,-7,-29,-5,87*,19,6
CCOC(=O)/C=C/COc1ccccc1[N+](=O)[O-],-58,-1,-227,-0.1,-87,13,-13,6,-221,-7,-5
O=C(NCC1CCCO1)c1onc(CSc2ccc(F)c(F)c2)c1C(=O)O (stereo unspecified),-8,-4,4,-1.8,-40,-11,-29,2,7,-2,2
CCN(CC)CCNS(=O)(=O)c1ccc(/C=C/C(=O)O)cc1,15,-3,16,-0.9,-2,-2,-10,1,4,7,-4
CCOc1ccc(NC(=O)N2CCC(C(N)=O)(N3CCCCC3)CC2)cc1,-13,1,8,-3.0,-2,-5,16,4,0,0,-7
CCN(CC)CCn1c2ccccc2c2n[nH]c(=S)nc21,9,3,3,0.8,22,-20,-6,1,-4,1,1
CSc1ccc(S(=O)(=O)N2c3ccccc3CC2C)cc1 (stereo unspecified),25,3,14,-0.3,9,-6,-35,-4,36,-12,4
COCCN(Cc1ccccc1)C(=O)c1cccc(S(=O)(=O)N2CCN(c3ccccc3)CC2)c1,3,-3,10,0.8,20,-4,5,6,10,-3,-6
Cc1cc(C)n(C(=O)CNC(=O)c2cccc(Br)c2)n1,-6,-4,2,0.2,-34,-5,-11,-2,-11,-3,6
NS(=O)(=O)c1ccc(S(=O)(=O)NCCc2ccccc2)cc1,10,0,9,1.3,13,-3,13,1,13,0,4
CCCOc1ccc2oc(=O)c3c(c2c1)CCCN3C(=O)CN1CCCC(C(=O)OCC)C1 (stereo unspecified),2,1,9,-1.1,2,/,11,2,22,-12,18
CCc1cc[n+](-c2nc3ccccc3nc2C(=C=[N-])C#N)cc1,-4,-5,-4,-1.0,13,-5,2,5,-25,3,0
CC(C)P(=O)(c1cccc(C(=O)O)c1)C(C)C,3,-1,18,-0.1,-9,-7,-9,-1,-5,6,1
CCOc1ccc(CN(C(=O)c2cc3ccccc3oc2=O)C2CC2)cc1,-2,2,-6,0.3,-4,-8,1,-10,7,6,6
COc1ccc(OC)c(CNC(=O)C2CCN(C(=O)N(C)C)CC2)c1,6,-2,-4,0.9,-6,-5,15,0,-3,-1,9
S=c1nc[nH]c2nc[nH]c12,58&31,-1&-1,-73&-64,-3.1&6.0,42&60,-5&-5,-10&0,6&-5,39&41,15&9,1&-1

The list continues.
SMILES,MITF TRPM1 inh,NR2E3 ag-2,HIF-2a block,iPSC survival up,Shn3 3UTR inh,CaV13 FRET inh,NR2E3 ag-1,HTR2A ag,Peg3 prom inh,Cardio protect,PDI inh
COc1ccccc1/C=C1\SC(=S)N(CCC(=O)NCCCN2CCOCC2)C1=O,-1,3,14,-3.5,11,-2,-21,-1,2,10,-1
Cc1ccc(NC(=S)NC(NC(=O)Cc2cccc3ccccc23)C(Cl)(Cl)Cl)cc1 (stereo unspecified),36,-1,55*,0.8,51,-10,-18,2,105*,0,-24
COCCNC(=O)CSc1ccc(Cl)cc1,0,-1,0,0.1,-5,-3,-12,6,5,5,2
O=C(CSc1nccc(=O)[nH]1)N1CCOCC1,-3,1,6,-0.3,10,-3,-28,1,10,0,4
CSc1ccc(CN2CCC2(C)C(=O)NCc2cccs2)cc1 (stereo unspecified),/,/,5,2.0,6,-5,10,-1,-2,-9,8
Cc1cc(S(=O)(=O)Nc2ccc(C(=O)NCC(c3ccccc3)N(C)C)cc2)ccc1F (stereo unspecified),4,-3,-1,0.4,2,-5,9,-4,0,0,2
